Compound activity from PubChem BioAssay.
PPARg SRC1 recr – promotes SRC-1 coactivator recruitment by human PPARgamma; P37231; PPARgamma-SRC-1 coactivator recruitment biochemical assay; activation, % at 8 µM; actives 0.41% (n = 200,000); AID 631; in the data active = activation above about 19%;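 also: 0% = DMSO and 100% = reference agonist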
Target sequence (P37231 whole entry, looked up): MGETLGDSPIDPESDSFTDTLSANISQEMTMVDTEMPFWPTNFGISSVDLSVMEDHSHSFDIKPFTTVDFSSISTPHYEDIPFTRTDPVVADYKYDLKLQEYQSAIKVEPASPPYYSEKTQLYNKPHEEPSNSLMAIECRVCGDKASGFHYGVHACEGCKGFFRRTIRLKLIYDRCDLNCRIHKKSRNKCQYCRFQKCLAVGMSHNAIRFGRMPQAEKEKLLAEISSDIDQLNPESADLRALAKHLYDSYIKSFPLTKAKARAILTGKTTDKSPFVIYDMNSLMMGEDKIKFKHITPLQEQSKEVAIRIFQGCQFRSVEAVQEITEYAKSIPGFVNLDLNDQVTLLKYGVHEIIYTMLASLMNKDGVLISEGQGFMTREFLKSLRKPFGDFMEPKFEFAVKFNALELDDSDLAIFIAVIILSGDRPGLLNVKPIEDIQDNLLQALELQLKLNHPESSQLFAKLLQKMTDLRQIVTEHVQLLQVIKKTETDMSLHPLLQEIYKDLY
DTT redox prof – compounds producing H2O2 with reducing agent – biochemical, NIH compound library profiling, artefact control for MLSCN library redox annotation, primary screen; DTT-dependent redox cycling H2O2, phenol red/HRP absorbance; 100% = 100 µM peroxide control, 0% = buffer; activation, % at 10 µM; actives 0.03% (n = 200,000); AID 878;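 active = activation of at least 50% relative to the plate's high and low controls in the primary single-dose screen; inactive = activation below 50%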;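 also: compound incubated with DTT at 0.8 mM final as the reducing agent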
HMGR II inh – E. faecalis class II HMG-CoA reductase inhibition; actives 0.41% (n = 190,000); purified E. faecalis HMGR, NADPH absorbance 340 nm kinetic; inhibition, % at 10 µM; AID 1066;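 active = inhibition above a set limit, the median over all tested compounds plus 3 SD, cut at about 9.5% in these data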;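 also: enzyme runs in reverse so mevalonate oxidation gives rising NADPH absorbance; 0% = complete reaction with DMSO and 100% = background rate lacking mevalonate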
ROMK primary – modulates human ROMK potassium channel activity | B-score at 10 µM | P48048 | Tet-inducible ROMK, thallium flux fluorescence; actives lie on both sides | actives 2% (n = 130,000) | AID 1918;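 active = signal ratio slope over the read window, or its plate-corrected B-score, at least 3 SD from the plate mean, either direction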;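 also: B-score of the F/F0 ratio slope over 7 to 12 s after thallium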
Target sequence (P48048 whole entry, looked up): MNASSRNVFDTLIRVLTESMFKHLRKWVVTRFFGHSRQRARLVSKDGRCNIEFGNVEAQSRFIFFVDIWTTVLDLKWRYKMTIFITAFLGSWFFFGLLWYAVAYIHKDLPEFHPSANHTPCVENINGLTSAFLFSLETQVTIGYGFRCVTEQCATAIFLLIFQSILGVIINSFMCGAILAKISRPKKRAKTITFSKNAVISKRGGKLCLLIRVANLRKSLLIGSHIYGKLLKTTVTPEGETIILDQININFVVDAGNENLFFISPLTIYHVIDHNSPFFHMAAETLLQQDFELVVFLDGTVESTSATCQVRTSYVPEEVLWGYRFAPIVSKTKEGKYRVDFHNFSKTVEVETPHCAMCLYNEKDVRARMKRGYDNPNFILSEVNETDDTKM
SRC2 TRFRET art – flags TR-FRET format artefacts in PPARgamma SRC-2 recruitment agonist screen. TR-FRET ratio at 8 µM. AID 1049. TR-FRET artefact counter-screen; stronger effect = higher value. actives 0.4% (n = 200,000); in the data active = TR-FRET ratio above about 2000; also: inactives centre near 1500; reference of the scale not given here
L major viab – Leishmania major promastigote growth inhibition. Leishmania major promastigotes, resazurin fluorescence viability. inhibition, % at 10 µM. actives 9% (n = 200,000); in the data active = inhibition above about 50%;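 also: promastigotes grown with compound for 44 hours at 28 °C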
RAM inhibit – inhibitors of the yeast RAM network | S. cerevisiae dse1pr::URA3 reporter, 5-FOA growth OD615, 2 d; analog-sensitive cbk1-as2 kinase mutant strain | inhibition, % at 50 µM | actives 1.8% (n = 190,000) | AID 868;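 active = inhibition above a set limit, 3 SD over mean compound inhibition, cut at about 8.4% in these data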;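 also: 0% = DMSO-only wells with no growth and 100% = 10 µM 1-NA-PP1 full growth; inhibition rescues growth on 5-FOA so higher OD means more RAM inhibition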
PPARg SRC3 recr – agonists of human PPARgamma SRC-3 coactivator recruitment | P37231 | biochemical PPARgamma/SRC-3 coactivator recruitment assay | actives 0.26% (n = 200,000) | activation, % at 8 µM; in the data active = activation above about 23%;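 also: 0% = DMSO and 100% = reference agonist; some compounds past the cut are filed as inactive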
PPARg SRC-2 ag – agonists of SRC-2 recruitment by human PPARgamma; P37231; PPARgamma LBD-SRC-2 recruitment, biochemical; activation, % at 8 µM; actives 0.34% (n = 200,000); AID 1032; in the data active = activation above about 22%;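 also: 0% = vehicle and 100% = reference agonist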
bIAP inhibitor – blocks bovine intestinal alkaline phosphatase activity | purified bovine IAP, CDP-star luminescence, 30 min | AID 1019 | 190,000 tested, under 10 active | inhibition, % at 20 µM;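 active = over 50% inhibition of intestinal alkaline phosphatase at 20 µM in the single-dose screen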
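Assay system – bovine IAP enzyme · Quantity – bovine IAP at 1/65,000,000 final dilution · Detection – CDP-star luminescence signal · Times – 30 min reaction at room temperature · Also added – CDP-star substrate at 30 µM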
S1P3 antagonist – S1P3 (human) receptor antagonism; CHO S1P3 NFAT-BLA reporter, FRET fluorescence, antagonist mode; inhibition, % at 4.98 µM; actives 0.27% (n = 170,000);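 active = inhibition above the plate cutoff, the mean inhibition of test wells on that plate plus 3 SD, cut at about 28% in these data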;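 also: cells challenged with S1P at its EC80 of 0.8 µM; blue over green emission ratio from cleaved BLA substrate after 4 h stimulation; 0% = S1P-stimulated wells and 100% = unstimulated DMSO-only wells; some compounds past the cut are filed as inactive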
* = called active by the depositor; · = not tested or not shown.

SMILES	PPARg SRC1 recr	DTT redox prof	HMGR II inh	ROMK primary	SRC2 TRFRET art	L major viab	RAM inhibit	PPARg SRC3 recr	PPARg SRC-2 ag	bIAP inhibitor	S1P3 antagonist
CCCCn1nnnc1SCC(=O)NCc1ccco1	7	0.8	4	0.49	1595	-10	1.6	3	2	-2	·
CCOC(=O)C1=C(C)N=C2SCCC(=O)N2C1c1sccc1C (stereo not drawn)	5	-1.4	1	-0.29	1678	7	1.4	6	4	3	-31
O=C(CSc1n[nH]c(-c2ccccc2F)n1)NCC(=O)Nc1ccc(F)c(F)c1F	2	7.2	-1	-1.4	1502	1	0.8	0	-2	10	-5
COc1ccccc1CNC(=S)NC1CCCC1	2	0.2	-2	·	1500	37	0.8	-2	5	-6	-7
COc1ccccc1NC(=O)Nc1cccc(C(=O)O)c1	0	-0.5	-3	0.032	1352	-5	3.4	3	-4	-6	-20
Cc1ccc(-n2c(SCC(=O)N/N=C/c3c(C)nn(-c4ccccc4)c3C)nc3ccccc3c2=O)cc1	6	0.4	-1	·	1602	12	-0.1	2	1	4	-4
CCCn1ncc([C@@H]2C[C@H]3CN(Cc4cccc(Cl)c4)C(=O)[C@]34CCCN24)c1C	5	-0.2	-1	1.2	1444	-5	0.7	1	7	-16	-20
O=C(c1ccco1)N1CCN(C(c2ccccc2Cl)c2nnnn2CC2CCCO2)CC1 (stereo not drawn)	0	1.8	-3	·	1252	8	1.3	-4	0	11	-11
COc1cc(/C=N/NC(=O)COc2ccc(Cl)cc2)ccc1OS(=O)(=O)c1ccc(C)cc1	2	-0.5	7	0.17	1680	99*	7.0	11	4	13	·
Cn1nc(-c2ccccc2)c2cc(C(=O)O)sc21	-5	-0.7	5	0.5	1594	-9	0.8	-5	3	-5	-1
CC(=O)Nc1ccc(C(=O)OCC(=O)/C(C#N)=C(\C)N)cc1	11	-1.9	0	-0.014	1772	-10	2.2	4	7	-11	-14
O=C(O)c1ccc(CS(=O)(=O)c2cccc(C(F)(F)F)c2)o1	14	-0.6	-6	·	1588	-4	0.4	5	5	6	-6
O=C1c2ccccc2C(=O)N1CCc1nc2ccccc2c(=O)n1-c1ccccn1	10	3.0	0	·	1387	-4	1.2	3	0	6	10
CCN1C(=O)c2cccc3c(S(=O)(=O)NCc4cccnc4)ccc1c23	-1	0.3	-2	0.011	1519	70*	1.7	0	5	4	·
CCCCCN1CC(O)=C(c2nc3ccccc3[nH]2)C1=N	9	-0.5	-11	0.52	1570	39	-0.7	6	6	-13	2
CC(Sc1nnnn1C1CCCCC1)C(=O)O (stereo not drawn)	1	-0.2	3	0.25	1666	-6	0.4	2	-5	-14	1
O=c1c2ccccc2nc2ccc(NCc3ccco3)nn12	-5	2.4	-4	·	1405	1	1.7	3	-5	-4	14
COc1ccccc1CC(=O)NCC(c1ccco1)N1CCCCC1 (stereo not drawn)	2	0.4	0	1.7	1285	3	0.3	-4	-7	-17	-21
Cc1onc(-c2ccccc2Cl)c1C(=O)NC(=S)NCC(=O)c1ccccc1	1	-0.2	-4	-0.12	1773	-6	4.0	2	1	-9	-6
CCCCCCCNC(=O)COc1ccc2c(c1)C(=O)CC(C)(C)O2	-2	0.2	-2	·	1445	2	1.0	-4	-6	2	·
Cc1cccc(C)c1NC(=O)COC(=O)c1c2c(nc3ccccc13)/C(=C\c1ccc3c(c1)OCO3)CCC2	8	1.1	4	-0.35	1397	83*	4.3	-2	7	-11	0
O=C(Nc1ccc(F)c(Cl)c1)Nc1cnccn1	1	0.1	-1	-0.3	1440	-7	2.4	-6	-4	-12	-15
Cc1ccc(-n2nc3ccc(NC(=O)c4ccco4)cc3n2)cc1	2	-0.5	-3	·	1623	-7	0.2	-1	-1	6	·
O=C(CN1CCN(S(=O)(=O)c2ccc(Br)cc2)CC1)Nc1ccc2c(c1)OCCO2	7	0.4	-6	-0.08	1536	-3	0.5	1	-2	-3	·
Cc1c(NC(=O)Nc2ccccc2Cl)sc(=S)n1C	4	0.6	-7	·	1594	-1	1.8	10	6	16	·
COc1ccc(-n2c(=O)c3c(C)c(C)sc3n(Cc3cccc(F)c3)c2=O)c(OC)c1	6	-0.1	-1	-0.67	1444	45	5.1	-1	-4	2	-7
CC1(C)Cc2c(sc(/N=C/N3CCOCC3)c2C#N)C(C)(C)N1	0	-1.6	-1	-0.75	1616	2	0.1	-5	4	0	18
CCC(Cc1ccccc1)NC(=O)Cn1ncc2ccsc2c1=O (stereo not drawn)	-4	0.1	1	·	1598	-1	0.2	-3	1	3	-1
Cc1ccc(C)c(NC(=O)CSc2nc3c(oc4ccccc43)c(=O)n2-c2ccccc2)c1	-1	0.8	-5	·	1598	98*	5.4	-5	-2	14	-2
CCOC(=O)Cc1csc(NC(=O)CSc2nnc3ccccn23)n1	6	-0.3	0	0.58	1715	-4	1.4	5	12	-12	-11
NS(=O)(=O)c1ccc(N=Nc2c(=O)[nH]n3c(=O)c4c([nH]c23)CCCC4)cc1	0	-1.0	1	0.94	1576	5	5.2	-2	3	·	-25
C=CCNC(=S)Nc1sc2c(c1C#N)CCCC2	0	-0.2	2	0.37	1702	58*	2.8	5	11	-1	-12
CC1=NN(Cc2c(C)nn(Cc3ccccc3)c2C)C(C)(C)C1	12	15	-2	0.26	1654	-6	-0.5	2	0	-12	-10
Cc1csc(SCC(=O)NC(C)c2ccccc2)n1 (stereo not drawn)	3	0.2	1	0.62	1431	-2	1.5	4	-3	3	-21
COc1cc(CNc2ccc(C)c(C)c2)cc(OC)c1OC	-1	0.1	-3	3.4*	1533	-4	0.5	0	5	2	39
CCO[C@@H]1OC(C(=O)N2CCN(Cc3ccccc3)CC2)=C[C@H](c2ccc(Br)cc2)[C@H]1CCCO	-6	0.1	-2	·	1497	6	1.3	0	-8	-16	-1
COc1cc(CN2CCC(C(=O)N3CCCC(C)C3)CC2)cc(OC)c1O (stereo not drawn)	8	0.4	-5	-0.075	1725	-3	0.8	9	3	-5	·
CN(C)C(=O)CSc1nnc(CCN)o1	4	0.2	-2	0.36	1532	-5	0.2	4	1	4	-24
O=C(/C=C/Nc1ccc([N+](=O)[O-])cc1)c1ccc(Br)cc1	0	1.5	4	·	1558	-2	3.2	3	5	-5	18
Cc1ccc(NC(=O)c2ccc(OCC3CCCO3)cc2)cc1 (stereo not drawn)	-1	-0.4	-1	-1	1681	-7	0.1	-1	10	5	10

Complete entries, looked up by structure. Order of values: PPARg SRC1 recr	DTT redox prof	HMGR II inh	ROMK primary	SRC2 TRFRET art	L major viab	RAM inhibit	PPARg SRC3 recr	PPARg SRC-2 ag	bIAP inhibitor	S1P3 antagonist
`Cc1ccc(-n2nc3ccc(NC(=O)c4ccco4)cc3n2)cc1` in the list: 2	-0.5	-3	·	1623	-7	0.2	-1	-1	6	·
`O=C(Nc1ccc(F)c(Cl)c1)Nc1cnccn1` in the list: 1	0.1	-1	-0.3	1440	-7	2.4	-6	-4	-12	-15

Other compounds follow:
SMILES	PPARg SRC1 recr	DTT redox prof	HMGR II inh	ROMK primary	SRC2 TRFRET art	L major viab	RAM inhibit	PPARg SRC3 recr	PPARg SRC-2 ag	bIAP inhibitor	S1P3 antagonist
COc1ccc(S(=O)(=O)N2CCC(C(=O)NCc3cccs3)CC2)cc1	-4	-0.3	-6	0.88	1325	-2	4.2	5	4	-5	-13
COc1ccc(-c2nnc(SCC(=O)N(Cc3ccccc3)C(C)(C)C)o2)cc1OC	7	2.8	-6	-2.2	1580	57*	2.2	-1	2	-2	32
O=C(/C=C/c1ccco1)Nc1ccccc1C(=O)O	-4	-0.9	-4	0.5	1627	-1	-0.8	6	-7	-13	-22
C=CCn1c(=O)c(C(=O)Nc2ccccc2C(=O)OCC)c(O)c2ccccc21	-3	2.4	1	·	1467	68*	14*	-1	-3	6	-4
CCn1cc(C(=O)N2CCc3ccccc3C2)c(=O)c2cc(S(=O)(=O)N3CCCCC3)ccc21	-3	-0.7	-6	-0.81	1559	-1	-0.5	3	21	6	-15
O=C(Cc1ccccc1)NC(=S)Nc1cc(C(F)(F)F)ccc1Cl	-2	-3.8	-3	·	1626	-5	4.2	7	8	-4	·
COc1ccccc1N1CCN(C(=S)Nc2ccc3nc(N4CCOCC4)cc(C)c3c2)CC1	20	-1.2	2	0.81	1787	53*	0.4	11	11	-4	1
CNS(=O)(=O)c1ccc(OC)c(-c2nnc3c4ccccc4c(C)nn23)c1	4	-4.7	-1	·	1549	33	0.0	3	8	2	·
Cc1ccc(S(=O)(=O)N2CCC(=O)N2)cc1	-5	1.9	-2	·	1521	-10	1.0	-1	-2	1	·
COCC(=O)N(Cc1cc2cc(OC)ccc2[nH]c1=O)c1ccccc1OC	7	-0.5	-4	0.38	1579	-9	-1.2	9	3	0	0
NC(=O)c1sc2nc3c(c(-c4ccco4)c2c1N)CCC3	4	0.0	0	0.45	1715	4	4.8	19	4	11	22
CCOc1ccc(N/C=C/C(=O)c2ccccc2)c([N+](=O)[O-])c1	9	1.7	-2	·	1585	2	-0.4	6	7	2	-21
CC(=O)OCc1c(C(F)(F)F)nn(C)c1Oc1cccc(C(F)(F)F)c1	-3	3.1	-5	·	1642	-3	2.6	7	-2	2	·
COCCOC(=O)CSc1ncccc1-c1nc2cc(C)c(C)cc2[nH]1	3	-0.3	-2	0.12	1684	0	0.6	3	4	-6	5
O=c1c(-c2ccnn2-c2ccc(F)cc2)cnc2n1CCS2	4	0.1	-1	-0.53	1551	-2	·	9	12	8	·
CC1=CC(C)(C)N2C(=O)C3(N=C(N)NC(Nc4ccccc4)=N3)c3cc(C)cc1c32 (stereo not drawn)	1	1.5	-6	-2.3	1608	96*	0.4	-1	4	-134	-15
N#Cc1c(-c2ccccc2)nc(SCC(=O)Nc2ccccc2F)[nH]c1=O	9	-0.1	-1	0.026	1676	-8	5.6	3	13	5	-24
COc1ccc(C2CC3(CC(C)(C)NC(=S)N3)Oc3cc(O)cc(C)c32)cc1 (stereo not drawn)	5	-0.7	-2	0.014	1584	18	9.7*	2	-10	·	9
CCN(CC)S(=O)(=O)c1ccc(NC(=O)CSc2nnc(-c3ccc(F)cc3)o2)cc1	-3	2.3	-2	·	1571	6	6.4	-4	-5	13	24
COc1ccccc1Cc1nc(-c2ccncc2)no1	-2	-0.7	0	-0.045	1583	9	1.3	0	-11	5	-8
COc1cccc(C(=O)Nc2ccc(S(=O)(=O)Nc3nccc(C)n3)cc2)c1	-2	-0.2	-2	-0.29	1559	-5	2.6	-1	5	-32	8
CCOc1ccc(CCn2c(-c3ccco3)nc3ccccc3c2=O)cc1OCC	3	0.2	1	-0.64	1624	12	6.6	9	9	5	·
CC1CN(CC(=O)Nc2cc(S(=O)(=O)N3CCCC3)ccc2Cl)CC(C)O1 (stereo not drawn)	5	-2.7	-8	0.22	2051*	2	0.2	3	6	-12	15
CCCCc1ccc(NC(=O)OC)cc1	-5	-0.6	-1	·	1518	14	0.1	-5	-5	24	-34
O=C1c2oc3ccccc3c(=O)c2C(c2cccc(O)c2)N1CCCN1CCOCC1 (stereo not drawn)	12	-0.7	-6	·	1595	-7	2.3	4	-2	3	7
